INS-1E GSIS act – GLuc luminescence reporter in INS-1E cells, primary screen for activators of glucose-dependent secretion of insulin; 0.61% of 370,000 active; AID 743287; activation, % at 16.6 µM; INS-1E GLuc reporter insulin secretion, 2-3 h;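 active = lowest replicate activation of at least 40%, so every replicate reaches that level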;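 note: 0% = median of neutral control wells and 100% = median of IBMX positive control wells; some compounds called inactive have numbers as strong as hits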
EWS-Fli inh – EWS/Fli transcriptional activity inhibition | A673 NR0B1-luciferase reporter, viability-normalised | inhibition, % at 12.6 µM | 0.67% of 350,000 active | AID 651661;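 active = mean inhibition of at least 50% after viability correction, with every replicate also passing that limit; inconclusive = mean reaches 50% but only one of two replicates passes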;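 note: firefly luciferase signal divided by Alamar Blue viability fluorescence both relative to DMSO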
PAX8 reporter – inhibitors of PAX8 transcriptional activity in RMG-I cells; RMG-I TPO-luciferase reporter, SteadyGlo, 24 h; inhibition, % at 12.6 µM; 1.2% of 360,000 active; AID 652154;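 active = mean replicate inhibition at least 60% with every replicate also reaching 60%; inconclusive = only one of the two criteria is met; inactive = mean below 60% and not all replicates reaching 60%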;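 note: luciferase light reporting Pax8 driven TPO promoter activity; plate controls were median of neutral control wells for no effect and mitoxantrone controls for full effect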
FN deposition inh – fibronectin deposition inhibition; AH1F fibroblasts, Alexa488-fibronectin deposition fluorescence, overnight; 0.086% of 350,000 active; inhibition, % at 12.6 µM; AID 743247;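 active = mean inhibition across replicates of 30% or more, regardless of how many single replicates reach that level; inconclusive = mean under 30% yet at least half of replicates reach 30%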;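 note: positive control wells lacked labelled fibronectin entirely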
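Assay system: AH1F fibroblasts / Quantity: 10000 cells per well / Medium: DMEM plus 2% serum, read in PBS / Reagent: labelled fibronectin 24 nM / Dosing: single dose, pinned / Times: 1 h cell attachment, overnight exposure to compound and label / Signal: fluorescence, ex 485 nm, em 525 nm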
miR122 inh – inhibitors of miR-122 in Huh7 cells. Huh7 miR-122 Renilla luciferase sensor, 48 h; neutral wells = 0, positive control = 100. activation (reporter increase), % at 12.5 µM. 0.3% of 340,000 active. AID 602342;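 active = mean replicate activation score at least 90 and every replicate individually at or above 90; inconclusive = only one of the two criteria met; inactive = neither criterion met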;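 note: higher luciferase means less miR-122 activity so hits act as miR-122 inhibitors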
CFTR F508del cor – correctors of CFTR F508del function in bronchial epithelial cells; CFBE cells, YFP halide quenching; stimulated with forskolin plus potentiator P3; % fluorescence drop versus neutral controls; 0.36% of 350,000 active; activity (quench increase), % at 7.58 µM; AID 720511;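 active = mean added fluorescence quench of at least 8% versus neutral control, with both replicates also reaching 8%; inconclusive = only one of the mean or replicate conditions met; inactive = mean below 8% and not both replicates reaching 8%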;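 note: cells transiently co-express mutant CFTR-F508del with the halide-sensitive YFP; corrector assay measuring rescue of mutant channel to the surface after 24 h compound exposure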
DENV2 CPE – DENV2-induced cell death inhibition. DENV2-infected cells, cytopathic effect rescue, plate reader. CPE inhibition, % at 9.99 µM. 1.7% of 350,000 active. AID 651640; in the data active = CPE inhibition above about 20%, passing the limit was not always enough; inconclusive = no clear call, values can overlap the other calls; tested in BHK-21 cells;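 note: 0% = median of neutral control wells and 100% = median of positive control wells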
An asterisk follows results filed as active; u = inconclusive; x = no result given; & = joins results of further samples; [ ] = dose if it differs, or a comment.

SMILES	INS-1E GSIS act	EWS-Fli inh	PAX8 reporter	FN deposition inh	miR122 inh	CFTR F508del cor	DENV2 CPE
C[C@H]1CN([C@@H](C)CO)C(=O)c2cc(NC(=O)CCC(F)(F)F)ccc2O[C@@H]1CN(C)C	3	-3	-1	x	1[16.7 µM]	-0.3	-7
Cc1ccc(-c2nn(CC(=O)NCc3cc(-c4nn(C)c(=O)c5ccccc45)ccc3C)c(=O)c3ccccc23)cc1	x	x	-8	-2	-13	x	x
CN(C)CC(=O)N1[C@@H]2Cn3c(ccc(-c4cccnc4)c3=O)[C@H]1[C@@H](C(=O)NC1CCC1)[C@@H]2CO	4	-4	x	-24	x	x	-1
Cn1cc(CCNC(=O)c2ccc3nc(Cc4ccccc4F)oc3c2)cn1	-2	-88	-224	7	-8	0.7	2
CCNc1nc(Nc2ccc(C)c(Cl)c2)c2cnn(C)c2n1	-16	4	48	10	x	-4.1	-3
CCOC(=O)CC(=O)CSc1nc(-c2ccc3c(c2)OCO3)cc(C(F)(F)F)c1C#N	3	13	x	x	x	-2.3	0
O=C(Nc1ccc(F)cc1F)C1CCN(C(=O)c2ccc(Br)cc2)CC1	-1	8	-20	x	x	-0.4	1
CNC[C@H]1Oc2c(N)cccc2C(=O)N([C@@H](C)CO)C[C@@H]1C	5	-2	-14	1	-10[16.7 µM]	-0.7	-2
CC(OC(=O)c1ccccc1OCc1ccc(Cl)cc1)C(N)=O (configuration not stated)	2	-9	-4	6	x	1.1	2
CC(=O)c1cccc(-c2ccnc3c2CC(C(=O)NC(C)C)O3)c1 (configuration not stated)	6	6	9	10	-1	-1.2	-5
C/C(=N\NC(=O)c1cc(O)ccc1O)c1cccc(NC(=O)c2cccc(Cl)c2)c1	9	x	-74	-2	-5	0.5	0
COc1ccccc1-c1ccc2c(c1)O[C@H](CN(C)C(=O)Nc1cccc(F)c1)[C@H](C)CN([C@H](C)CO)S2(=O)=O	-33	13	x	x	45[16.7 µM]	-3.1	-2
CC(=O)c1cccc(NC(=O)CCN2C(=O)C3C4CCC(C4)C3C2=O)c1 (configuration not stated)	6	-1	1	x	x	2.5	7
O=C(CCN1CCCCC1)NCC[C@@H]1CC[C@H](NC(=O)Cc2cccnc2)[C@@H](CO)O1	-7	-7	-4	-25	-6[16.7 µM]	-3.5	-6
C/C=C/c1ccc([C@H]2[C@@H](CNC(=O)c3ccccn3)N(C(C)=O)[C@H]2CO)cc1	9	-8	1	-13	-18[16.7 µM]	-0.3	x
CCC1CCCCN1CCCNC(=O)C(C)n1nc(C)c2sc3ccccc3c2c1=O (configuration not stated)	19	x	12	-2	-3	1.0	-2
CCCC#Cc1ccc([C@H]2[C@@H](CO)N(S(=O)(=O)c3cccc(F)c3)[C@H]2C#N)cc1	-14	3	10	10	x	1.3	-1
CCc1ccc(C(O)c2ncc(-c3ccc(C)cc3)[nH]2)cc1 (configuration not stated)	1	-11	-9	-3	0	6.0	4
Cc1cccc(C(=O)Nc2nc(C)c(C(=O)Nc3ccc4c(c3)CCC4)s2)c1	8	x	x	x	9	x	6
O=C(c1ccc(Cl)c(Cl)c1)N1CCC(=O)N(C(CO)Cc2ccccc2)CC1 (configuration not stated)	-6	-1	17	-7	x	-0.1	u
O=C(C[C@H]1C=C[C@H](NC(=O)c2ccc(F)cc2)[C@H](CO)O1)NCc1ccncn1	2	7	-14	8	x	-1.3	-2
NC(=O)c1nsc(C(=O)N(c2ccccc2F)C(C(=O)NCc2ccc(F)cc2)c2ccc(O)cc2)c1N (configuration not stated)	-2	38	49	11	0	2.4	-1
COc1ccc2c3c(n(C)c2c1)[C@H](CO)NCC31CN(C(=O)Nc2ccc3c(c2)OCO3)C1	13	-9	x	x	x	4.1	-1
COc1ccc(CN(C)C[C@H]2Oc3c(NS(=O)(=O)c4cn(C)cn4)cccc3C(=O)N([C@H](C)CO)C[C@H]2C)cc1	4	10	3	x	-1[16.7 µM]	0.5	x
COc1ccc(C2=NN(C(=O)c3ccccc3)C(c3ccc(OC)c(OC)c3)C2)c(OC(C)=O)c1 (configuration not stated)	0	12	-6	9	0	1.9	-1
COc1cc(/C=C2/S/C(=N/S(=O)(=O)c3ccccc3)NC2=O)c([N+](=O)[O-])cc1OC	-33	x	-43	-8	-10	x	x
CNC[C@@H]1Oc2ccc(NC(=O)CCN3CCOCC3)cc2C(=O)N([C@H](C)CO)C[C@@H]1C	8	-2	-2	-2	-7[16.7 µM]	0.3	20
CCN(CC)C(=O)[C@H]1CC(CC(=O)NC(C)(C)C)C(=O)N2CCc3c([nH]c4ccccc34)[C@]12C (some centres not stated)	-12	2	9	26	-6	-2.3	3
C[C@@H]1CN([C@@H](C)CO)C(=O)c2cc(-c3ccc(F)cc3)cnc2O[C@@H]1CN(C)CC1CCCC1	-9	-1	x	-6	48[16.7 µM]	0.4	-8
C[C@@H]1CN([C@@H](C)CO)C(=O)CCCn2nncc2CO[C@H]1CN(C)C(=O)Cc1ccccc1	15&12	-5&-3&-3	-11&-3	3&0	-3	-1.7&-0.5&-3.0	u
O=C(NCCCc1ccccc1)[C@@H]1Cc2ccccc2CN1	2	-12	3	-3	x	-1.0	3
Cc1ncoc1C(=O)Nc1cccc(Cl)c1	8	-40	x	x	-5	-1.2	-1
CC(Sc1ccccc1)C(=O)Nc1cccc(N(C)S(C)(=O)=O)c1 (configuration not stated)	18	x	x	-1	11	x	x
CCCN=C1CC(C)(C)CC(=O)/C1=C(/O)CCCN1C(=O)c2ccccc2C1=O	39	9	1	2	-3	0.4	3
C[C@@H]1CN([C@H](C)CO)C(=O)c2cc(-c3ccccc3F)cnc2O[C@H]1CN(C)C(=O)NC1CCCCC1	-8	-3	x	-9	11[16.7 µM]	0.3	10
O=C(CSc1nnc(-c2ccccc2)c(-c2ccccc2)n1)Nc1ncc(Cl)cc1Cl	4	x	-20	2	x	x	x
COc1ccc(/C(C)=N\NC(=O)c2ccc3c(c2)OCO3)cc1OC	-3	-22	-63	-9	x	1.7	-3
CC(C(=O)N1CCN(C)CC1)N1C(=O)c2ccccc2C1=O (configuration not stated)	29	x	x	-5	-8	x	x
Nc1nc(CSC(=S)N2CCOCC2)nc(Nc2ccc(F)cc2)n1	3	-70	36	3	2	x	9
C[C@H]1CN([C@@H](C)CO)S(=O)(=O)c2ccc(Br)cc2O[C@H]1CN(C)Cc1cncnc1	13	0	x	x	0[16.7 µM]	-0.4	19
CN1C[C@@H]2[C@H](c3ccccc31)[C@H](CO)N2C(=O)Nc1ccccc1Cl	1	4	10	x	-11[16.7 µM]	-0.2	-1
Cc1noc(C)c1NC(=O)N(C)C[C@@H]1Oc2cc(C#CCC3CCCC3)ccc2S(=O)(=O)N([C@H](C)CO)C[C@H]1C	-15	2	18	-19	6[16.7 µM]	-0.7	0
Cc1nn(CCC(=O)NNC(=S)Nc2ccc([N+](=O)[O-])cc2)c(C)c1[N+](=O)[O-]	-22	16	27	-10	x	1.8	-5
COc1ccc(N2Cc3ccccc3C2=NC(=O)c2cncc(Br)c2)cc1	11	-14	-14	4	x	-1.9	-2
S=C(NCc1ccccc1)N1CCN(c2cccc(Cl)c2)CC1	-12	-2	-14	5	x	-4.5	7
CCc1ccc(NC(=O)COc2ccc(/C=C(/C#N)c3nc4ccccc4[nH]3)cc2OC)cc1	x	-4	-15	1	-3	x	u
C/C=C/c1ccc([C@H]2[C@@H](CNC(C)C)N(C(=O)c3ccccn3)[C@H]2CO)cc1	-2	7	-6	5	-29[16.7 µM]	1.9	x
COc1ccc(CNC(=O)N2CCc3nc(Nc4cc(OC)c(OC)c(OC)c4)ncc3C2)cc1	x	13	24	-2	0	-0.4	-8
CC1CC(C)CN(CCCNC(=O)c2ccc3c(c2)NC(=O)CS3)C1 (configuration not stated)	8	x	0	-23	6	1.1	9
COCCC(=O)N1CCC(Oc2ccc(C(=O)NCCn3cccn3)cc2)CC1	1	-6	-13	-9	-5	2.5	-7
CCCCCCn1cc(CN2CC(N3CCN(C4CCN(C)CC4)CC3)CS2(=O)=O)nn1 (configuration not stated)	7	0	-10	-3	x	-3.1	-2
Cc1sc2ncnc(N3CCC(C(=O)Nc4ccccc4C(C)(C)C)CC3)c2c1C	5	-3	-4	-4	-3	0.9	7
CCCCOc1ccc2c(c1)/C(=C(\C(Cl)=C(Cl)Cl)[N+](=O)[O-])N2	2	11	-21	-2	-9	-4.8	6
COC(=O)c1c(NC(=O)CSc2ccccc2N)sc(C)c1C	-5	-21	18	-38	2	-1.4	0
O=C(O)CN(C1CCCCC1)S(=O)(=O)c1ccc(F)cc1	3	1	6	1	-1	-1.0	-7
Cc1ccc(NC(=O)c2ccc(Br)o2)c([N+](=O)[O-])c1	-21	8	3	6	-2	-2.9	5
CCOC(=O)C1CCN(C(=O)COc2cccc(C)c2)CC1	20	3	x	x	-1	-0.3	x
COc1cccc(C(C(=O)NC2CCCCC2)N(C(=O)c2ccco2)c2ccccc2OC)c1 (configuration not stated)	-44	4	15	-1	16	-4.0	-3
O=C(Nc1ccc(C(=O)O)cc1)/C(=C\c1ccco1)NC(=O)c1ccc(Br)cc1	-6	-6	15	3	0	3.9	9
C[C@@H]1CN([C@@H](C)CO)C(=O)c2cc(NS(=O)(=O)c3ccc(Cl)cc3)ccc2O[C@H]1CN(C)C(=O)NC1CCCCC1	0	0	7	-6	7[16.7 µM]	-1.1	-4

Quoted at random: two compounds from above.
SMILES	INS-1E GSIS act	EWS-Fli inh	PAX8 reporter	FN deposition inh	miR122 inh	CFTR F508del cor	DENV2 CPE
CC(OC(=O)c1ccccc1OCc1ccc(Cl)cc1)C(N)=O (configuration not stated)	2	-9	-4	6	x	1.1	2
COc1ccc2c3c(n(C)c2c1)[C@H](CO)NCC31CN(C(=O)Nc2ccc3c(c2)OCO3)C1	13	-9	x	x	x	4.1	-1

Later entries.
SMILES	INS-1E GSIS act	EWS-Fli inh	PAX8 reporter	FN deposition inh	miR122 inh	CFTR F508del cor	DENV2 CPE
CCNS(=O)(=O)c1c(C)cc(C)c(N(C)S(=O)(=O)c2ccccc2)c1C	1	-13	-1	0	x	-2.3	-3
C[C@H](CO)N1C[C@H](C)[C@@H](CN(C)C(=O)c2ccncc2)Oc2cc(C#CC3CC3)ccc2S1(=O)=O	5	-15	x	x	0[16.7 µM]	-0.8	14
COc1ccc2c3c([nH]c2c1)[C@H](CO)N(Cc1ccccc1)CC31CCN(C)CC1	2	3	x	x	x	-2.1	19
CC(=O)Nc1cc(-c2ccc(C(=O)N3CCOCC3)cc2)cn2c(-c3ccccc3)cnc12	-9	-9	-6	8	6	-1.4	-1
COc1cnc(-c2ccccn2)nc1N(C)C	-12	-1	12	-9	11	-2.1	-8
COC(=O)C(NC=O)C(O)(Cc1ccccc1)C(F)(F)F (configuration not stated)	x	x	22	8	3	x	x
Cc1ccc(-c2nn[nH]n2)cc1	x	x	-15	-1	-4	x	x
Cc1nc2c(c(C)nn2-c2ccccc2)c(C)c1C	0	15	13	4	x	-1.5	-5
Cc1ccc(NC(=O)CNC(=O)c2ccc(Br)o2)nc1	-6	9	-4	5	7	-2.3	-5
C[C@@H]1CN([C@@H](C)CO)C(=O)Cc2cc(NC(=O)Cn3cnnn3)ccc2O[C@@H]1CN(C)Cc1ccc2c(c1)OCO2	18	2	-13	x	5[16.7 µM]	0.6	1
Cc1ccc(CNC(=O)CSc2nc(=O)n3cccc(C)c3n2)cc1	9	-4	-3	-1	2	-0.3	-16
NC(=O)c1ccccc1OCC(=O)c1ccc(Cl)cc1	2	-2	-2	-1	x	2.4	x
CCOC(=O)C1CCN(c2nc(C)cc(C)c2C#N)CC1	4	-1	9	3	x	1.1	-4
CCOC(=O)C1=C(COC(=O)CSc2ccc(Br)cc2)NC(=O)NC1C (configuration not stated)	7	-4	-12	-1	x	-3.0	-2
